D2 agonist = agonists of human D2 dopamine receptor | P14416 | HEK293 T-REx D2 cells, calcium flux agonist mode | activation, % at 2 µM | 340,000 tested, 0.53% active;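 active = activation over 3 SD above normal in the single-dose calcium agonist read, cut at about 30% in these data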; also: 0% is about no effect
Target sequence (P14416 whole entry, looked up): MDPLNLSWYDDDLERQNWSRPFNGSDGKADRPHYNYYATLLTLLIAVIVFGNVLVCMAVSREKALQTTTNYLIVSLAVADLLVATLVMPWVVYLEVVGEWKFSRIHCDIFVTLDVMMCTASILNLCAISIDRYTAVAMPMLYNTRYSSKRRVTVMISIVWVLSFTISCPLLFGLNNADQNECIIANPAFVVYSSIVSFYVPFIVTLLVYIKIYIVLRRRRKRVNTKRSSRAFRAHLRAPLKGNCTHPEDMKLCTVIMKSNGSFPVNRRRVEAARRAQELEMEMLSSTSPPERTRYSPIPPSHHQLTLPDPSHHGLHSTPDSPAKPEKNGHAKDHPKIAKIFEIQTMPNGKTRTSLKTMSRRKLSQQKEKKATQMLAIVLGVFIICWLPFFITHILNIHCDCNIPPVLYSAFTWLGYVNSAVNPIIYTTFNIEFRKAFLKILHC
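Tetracycline-induced HEK293 T-REx cells with force-coupled D2 receptor, plated overnight at 30 C, loaded with no-wash calcium dye. After a 10 s baseline, compound was pin-added and calcium flux read kinetically for 180 s; calcium rises flagged agonists.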
RXFP1 antag = antagonists of human relaxin receptor RXFP1 | HEK293-RXFP1, relaxin-stimulated cAMP HTRF, 30 min; hits give low values | activity change, negative = inhibition, % at 57.5 µM | 350,000 tested, 0.59% active;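 active = activity change of -60% or lower, but not beyond a set lower limit; inconclusive = change between -60% and -40%, or beyond the set limit; inactive = change above -40%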; also: % is scaled to controls: 0 for no effect and ±100 for the full control effect
D2 antagonist = D2 dopamine receptor (human) antagonism; HEK293 TREx D2 cells, calcium flux, dopamine EC80; 340,000 tested, 2% active; P14416; inhibition, % at 10 µM; in the data active = inhibition above about 30%; also: 0% is about no effect
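Tetracycline-induced HEK293 TREx cells expressing D2 receptor forced-coupled to calcium signalling, loaded with no-wash calcium dye. Compounds added and calcium flux read 180 s, then dopamine added at EC80 and read a further 180 s.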
RXFP1 ag = RXFP1 (human) receptor agonism; HEK293T-RXFP1 cAMP TR-FRET, 30 min; response scale: percent of porcine relaxin response, buffer zero; Potency, µM (top dose mostly 57.5 µM), inactives show top-dose activation, actives largely listed as activators; 370,000 tested, 0.3% active; AID 2676; active = well fitted activation curve with a large enough effect; inconclusive = small, poorly fitted or top-dose-only effect; also: potency is read from the fitted curve at half-maximal effect; % is scaled to controls: 0 for no effect and ±100 for the full control effect; nearly all actives have a fitted effect of over 60% in size; many of its hits are not listed in these tables
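HEK293T cells stably expressing RXFP1 were pretreated with the PDE4 inhibitor Ro 20174, exposed to compounds for 30 min at 37C, lysed, and cAMP was read by TR-FRET. Data normalized to buffer (basal) and 29 nM porcine relaxin (100%).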
TRHR PAM = allosterically enhances the human TRH receptor; AID 493056; 360,000 tested, 0.66% active; enhancement, % at 2 µM; TRHR cells, fluo-8 calcium fluorescence, EC20 TRH enhancement; P34981; in the data active = enhancement above about 30%; also: 0% is about no effect
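TRHR-expressing cells loaded with fluo-8 calcium dye were read kinetically (ex 480/em 530) during compound addition, then stimulated with an EC20 of TRH (10 nM final). Enhancement of the Gq-mediated intracellular calcium response was scored.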
D1 antag = blocks dopamine activation of the human D1 receptor. P21728. HEK293 TREx D1 cells, calcium flux, dopamine EC80; hits give low values. activity change, negative = inhibition, % at 10 µM. 360,000 tested, 3.2% active. AID 504652; in the data active = activity change below about -30%; also: % is scaled to controls: 0 for no effect and ±100 for the full control effect
Target sequence (P21728 whole entry, looked up): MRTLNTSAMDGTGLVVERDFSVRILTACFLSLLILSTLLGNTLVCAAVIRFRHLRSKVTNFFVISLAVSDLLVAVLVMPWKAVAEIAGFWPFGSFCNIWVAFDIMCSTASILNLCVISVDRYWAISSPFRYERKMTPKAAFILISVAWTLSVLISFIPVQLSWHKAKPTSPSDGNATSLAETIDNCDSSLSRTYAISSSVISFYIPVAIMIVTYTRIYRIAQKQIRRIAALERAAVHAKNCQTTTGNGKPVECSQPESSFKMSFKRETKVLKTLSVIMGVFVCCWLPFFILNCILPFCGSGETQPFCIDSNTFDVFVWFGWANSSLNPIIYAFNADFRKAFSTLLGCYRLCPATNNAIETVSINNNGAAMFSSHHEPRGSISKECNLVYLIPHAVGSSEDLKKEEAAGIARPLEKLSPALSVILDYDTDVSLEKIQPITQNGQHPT
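Tetracycline-induced HEK293 T-REx cells with force-coupled D1 receptor were loaded with a no-wash calcium dye. Compound was added after a 10 s baseline and read kinetically for 180 s; EC80 dopamine was then added and calcium flux followed another 180 s.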
D2 potentiator = positive allosteric modulators of human D2 dopamine receptor. AID 485347. HEK293 T-REx D2, calcium flux, EC20 dopamine potentiation. 340,000 tested, 0.34% active. potentiation, % at 10 µM. P14416;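 active = potentiation over 3 SD above the plate norm, cut at about 30% in these data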; also: 0% is about no effect
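Tetracycline-induced HEK293 T-REx cells force-coupled to calcium signalling expressed D2; compounds were pin-added after a 10 s baseline, read kinetically 180 s, then an EC20 dopamine challenge followed with a further 180 s calcium read.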
D1 PAM = human D1 dopamine receptor positive modulation; 360,000 tested, 0.036% active; P21728; HEK293 TREx D1 cells, calcium flux, dopamine EC20 potentiation; potentiation, % at 10 µM; in the data active = potentiation above about 30%; also: 0% is about no effect
D1 agonist = agonists of human D1 dopamine receptor; P21728; HEK293 T-REx D1 cells, calcium flux, agonist mode; activation, % at 2 µM; 360,000 tested, 1% active; AID 504660; in the data active = activation above about 30%; also: 0% is about no effect
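Tetracycline-induced HEK293 TREx D1 cells, force-coupled to calcium signalling, were dye-loaded with a no-wash calcium kit. Compound was pin-added after a 10 s baseline. Fluorescence was read kinetically at 1 cycle/s for 180 s, with calcium rises flagged as agonism.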
The depositor's hits bear a star; ? = inconclusive; nt = no result given; & = joins results of further samples.

SMILES	D2 agonist	RXFP1 antag	D2 antagonist	RXFP1 ag	TRHR PAM	D1 antag	D2 potentiator	D1 PAM	D1 agonist
Cc1nnc(SC(C(=O)c2ccccc2)c2ccccc2)[nH]c1=O (configuration not stated)	-2.0	-26	0	0.0%	-3	30	-3	1	5
CCOC(=O)N1CCN(S(=O)(=O)CCNC(=O)c2ccc(OC)cc2)CC1	-0.2	-12	34*	-0.6%	0	-5	-8	-1	3
CC(C)(C)S(=O)(=O)/C(C#N)=C/c1sccc1C1OCCO1	-0.8	-3	3	-1.1%	16	-8	14	2	1
Cc1cc2c(cc1S(=O)(=O)N1CCC(C(N)=O)CC1)OCC(=O)N2	0.4	0	nt	3.0%	1	-4	-10	-1	2
CCSc1nnc(NC(=O)c2nc(S(=O)(=O)Cc3ccc(F)cc3)ncc2Cl)s1	0.7	?	2	-1.1%	6	-1	14	9	1
CCCCc1nc(SCC(=O)Nc2ncccn2)n[nH]1	0.3	3	-13	0.2%	2	24	-8	-4	3
COc1cccc(-c2cc(C(=O)Nc3ccc(F)cc3)[nH]n2)c1	-1.3	-17	nt	5.9%	-4	-12	-13	-4	8
CCCC(CCC(=O)NC1CCCCC1)C(=O)O (configuration not stated)	0.2	-9	-19	-0.6%	21	19	2	12	1
CCN(CC)c1nc2ccccc2nc1C(=O)Nc1ccc(C(C)=O)cc1	1.0	-7	nt	0.5%	-4	15	1	-2	2
OCCNc1nc(SCc2ccccc2)nc2sc3c(c12)CCC3	-0.7	-4	-2	4.3%	-3	13	11	-4	4
Cc1ccc(-n2nc(C)c3c(C)cc(=O)n(CC(=O)NC(C)c4ccccc4)c32)cc1 (configuration not stated)	-0.4	-4	nt	4.1%	-3	9	10	-5	0
CC1CN(Cc2c(O)ccc3c2oc(=O)c2ccccc23)CC(C)O1 (configuration not stated)	-1.0	7	12	25%	6	-8	-23	6	2
COc1ccc(-c2c3c(=O)n(C)c(=O)n(C)c3cn2-c2ccc(O)cc2)cc1	0.5	0	11	-1.0%	14	2	14	-10	6
CCOc1ccc(NC(=O)CN(c2cccc(C(F)(F)F)c2)S(C)(=O)=O)cc1	0.9	-2	0	0.3%	8	2	6	-5	0
CCCn1c(C)cc(C(=O)CSc2nnc3n(CCC)c(=O)c4ccccc4n23)c1C	0.5	nt	26	-1.8%	3	2	11	-4	2
Cc1ccc(OCC(=O)Nc2ccc3c(c2)sc(=O)n3C)cc1	0.3	nt	nt	0.1%	1	-29	11	-4	13
Fc1ccc2[nH]c3c(Cl)ncnc3c2c1	0.0	1	-14	0.8%	0	3	10	1	5
Cc1nn(CC(=O)c2ccccc2Cl)c(C)c1[N+](=O)[O-]	-0.8	-2	10	0.8%	-4	3	-6	-8	0
O=C(CC1C(=O)N(c2ccc(F)cc2)C(=O)N1Cc1cccnc1)Nc1ccc(F)cc1 (configuration not stated)	1.1	12	nt	-0.6%	0	-6	10	-1	-1
O=C(Nc1ccc(NC(=O)C2CC2)nc1)c1cnccn1	2.0	-3	14	-0.3%	8	3	3	1	3

As a working copy, some entries already given.
SMILES	D2 agonist	RXFP1 antag	D2 antagonist	RXFP1 ag	TRHR PAM	D1 antag	D2 potentiator	D1 PAM	D1 agonist
CCCCc1nc(SCC(=O)Nc2ncccn2)n[nH]1	0.3	3	-13	0.2%	2	24	-8	-4	3
COc1cccc(-c2cc(C(=O)Nc3ccc(F)cc3)[nH]n2)c1	-1.3	-17	nt	5.9%	-4	-12	-13	-4	8
CCCC(CCC(=O)NC1CCCCC1)C(=O)O (configuration not stated)	0.2	-9	-19	-0.6%	21	19	2	12	1
CCN(CC)c1nc2ccccc2nc1C(=O)Nc1ccc(C(C)=O)cc1	1.0	-7	nt	0.5%	-4	15	1	-2	2
OCCNc1nc(SCc2ccccc2)nc2sc3c(c12)CCC3	-0.7	-4	-2	4.3%	-3	13	11	-4	4
Cc1ccc(-n2nc(C)c3c(C)cc(=O)n(CC(=O)NC(C)c4ccccc4)c32)cc1 (configuration not stated)	-0.4	-4	nt	4.1%	-3	9	10	-5	0
CC1CN(Cc2c(O)ccc3c2oc(=O)c2ccccc23)CC(C)O1 (configuration not stated)	-1.0	7	12	25%	6	-8	-23	6	2
COc1ccc(-c2c3c(=O)n(C)c(=O)n(C)c3cn2-c2ccc(O)cc2)cc1	0.5	0	11	-1.0%	14	2	14	-10	6
CCOc1ccc(NC(=O)CN(c2cccc(C(F)(F)F)c2)S(C)(=O)=O)cc1	0.9	-2	0	0.3%	8	2	6	-5	0
CCCn1c(C)cc(C(=O)CSc2nnc3n(CCC)c(=O)c4ccccc4n23)c1C	0.5	nt	26	-1.8%	3	2	11	-4	2
Cc1ccc(OCC(=O)Nc2ccc3c(c2)sc(=O)n3C)cc1	0.3	nt	nt	0.1%	1	-29	11	-4	13
Fc1ccc2[nH]c3c(Cl)ncnc3c2c1	0.0	1	-14	0.8%	0	3	10	1	5
Cc1nn(CC(=O)c2ccccc2Cl)c(C)c1[N+](=O)[O-]	-0.8	-2	10	0.8%	-4	3	-6	-8	0
O=C(CC1C(=O)N(c2ccc(F)cc2)C(=O)N1Cc1cccnc1)Nc1ccc(F)cc1 (configuration not stated)	1.1	12	nt	-0.6%	0	-6	10	-1	-1
O=C(Nc1ccc(NC(=O)C2CC2)nc1)c1cnccn1	2.0	-3	14	-0.3%	8	3	3	1	3

The list continues.
SMILES	D2 agonist	RXFP1 antag	D2 antagonist	RXFP1 ag	TRHR PAM	D1 antag	D2 potentiator	D1 PAM	D1 agonist
Cc1c(Cl)cccc1NC(=O)c1oc2ccc(S(=O)(=O)N3CCCCCC3)cc2c1C	-0.3	-2	nt	-3.0%	19	-8	-14	0	-3
Cc1ccc(N(C(=O)C2CCCO2)C2C=CS(=O)(=O)C2)cc1Cl (configuration not stated)	nt	-1	nt	-1.3%	-2	3	-2	-1	0
CCN(CC)CCCNC(=O)CCC(=O)NNc1nc2ccccc2c2nc(C)nn12	1.8	12	-2	1.6%&3.7%	11&5	21&-6	-2&4	0&-2	-2&3
COc1ccc(NC(=O)C(=O)NCCc2csc3nc(-c4ccccc4C)nn23)cc1	0.2	nt	nt	-0.1%	3	-8	17	4	0
CC(=O)c1ccc(NC(=O)CSC2=Nc3ccccc3N=C(c3ccc(F)cc3)C2)cc1	0.1	nt	nt	-2.1%	2	-12	12	-1	3
CC(C)c1ccc(NC(=O)c2cnc3sc(N4CCOCC4)nn3c2=O)cc1	0.1	-8	nt	-0.6%	1	-6	17	-3	-1
COc1ccc(C(=O)Nc2ccc(F)cc2F)cc1	nt	-15	nt	-3.8%	-3	-5	nt	-5	-2
CCCCCn1c(CNC(C)=O)nc2ccccc21	-0.8	-5	4	-0.5%	-7	-3	-9	1	-1
Cc1ncsc1C(=O)NCc1ccc(N2CCCC2=O)cc1	0.5	5	-3	0.4%	8	1	9	7	0
Cc1ncoc1C(=O)N1CCCC(C(=O)Nc2cccc(-c3ccc(F)cc3)c2)C1 (configuration not stated)	0.3	-5	12	3.5%	-4	-7	-4	-5	0
COc1ccc(C(=O)/C=C/c2cn(CC(O)CN(CC(C)C)CC(C)C)c3ccccc23)cc1 (configuration not stated)	0.2	nt	nt	0.6%	4	8	0	-1	13
CC(C)Oc1ccc(CNC(=O)Cn2c(=O)c3cccn3c3cccnc32)cc1	nt	14	nt	5.4%	-20	-81*	-17	-16	1
O=C(NCc1ccccc1)C(c1ccncc1)N(C(=O)c1csnn1)C1CC1 (configuration not stated)	-0.6	-14	-13	-0.3%	-3	34	15	2	-1
CCn1c(COc2ccc(=O)n(-c3ccccc3)n2)nnc1SCc1ccccc1	-0.4	-15	11	0.1%	-6	16	-4	-2	2
CCN1CCN(C(c2ccccc2Cl)c2c(O)cc(C)n(CCOC)c2=O)CC1 (configuration not stated)	-0.5	1	nt	0.7%	0	3	2	-4	2
COC(=O)C1CCN(C(=O)COC(=O)c2ccc(OC)c(S(=O)(=O)N3CCCc4ccccc43)c2)CC1	4.2	-3	3	-0.7%	19	-24	13	-5	12
O=C(O)CC1S/C(=N\N=C/c2ccccc2O)N(c2ccc(O)cc2)C1=O (configuration not stated)	-1.6	13	-5	0.3%	-1	-3	-3	1	3
Cc1ccc(C)c(OCC(=O)OCC(=O)Nc2c(C)nn(-c3ccccc3)c2C)c1	-1.3	-3	24	0.8%	-6	-2	-4	-4	6
COc1cccc2cc(C(=O)Nc3ccccc3C(=O)N3CCOCC3)oc12	0.4	0	-8	-2.4%	-2	17	1	-6	-2
COc1ccc(C(=O)NCC(=O)N=Nc2c(O)n(C)c3ccccc23)cc1OC	1.4	-5	-5	2.1%	-2	-14	4	7	0

An excerpt from above in order of the TRHR PAM value, descending:
Structure	RXFP1 antag	D2 antagonist	TRHR PAM	D1 antag	D2 potentiator	D1 PAM	D1 agonist
COc1ccc(C(=O)/C=C/c2cn(CC(O)CN(CC(C)C)CC(C)C)c3ccccc23)cc1 (configuration not stated)	nt	nt	4	8	0	-1	13
COc1cccc2cc(C(=O)Nc3ccccc3C(=O)N3CCOCC3)oc12	0	-8	-2	17	1	-6	-2
O=C(NCc1ccccc1)C(c1ccncc1)N(C(=O)c1csnn1)C1CC1 (configuration not stated)	-14	-13	-3	34	15	2	-1

Next section:
SMILES	D2 agonist	RXFP1 antag	D2 antagonist	RXFP1 ag	TRHR PAM	D1 antag	D2 potentiator	D1 PAM	D1 agonist
CCOc1ccc(-n2c(SCC(=O)Nc3nccs3)nnc2-c2ccoc2C)cc1	nt	6	nt	-2.3%	14	5	nt	9	0
Cc1cc(Nc2ccc3c(c2)OCCO3)c2cc(Cl)ccc2n1	-0.3	6	-9	0.4%	17	-22	1	-5	0
COc1ccc(C(=O)COC(=O)CCN2C(=O)C3C4C=CC(C5CC45)C3C2=O)cc1 (configuration not stated)	nt	-5	nt	-2.5%	-6	-25	nt	-5	3
COc1ccc(N=Cc2c(O)ccc3ccccc23)cc1	2.4	-1	-3	-2.6%	0	15	26	-6	21
CCCCN(C(=O)c1ccc(N(C)S(=O)(=O)c2ccc(C)cc2)cc1)c1c(N)n(CCCC)c(=O)[nH]c1=O	0.1	-26	-8	0.2%	7	-3	0	-4	0
C=CCOc1c(Br)cc(/C=N/NC(N)=O)cc1OC	-1.5	2	-2	0.2%	9	-2	0	-1	2
Cn1c2ccccc2c(=O)c2ccc(C#Cc3ccccn3)cc21	-0.7	nt	4	?	-9	-3	4	-1	-1
COc1cc(NC(=O)C(Cc2ccccc2)n2cccc2)cc(OC)c1 (configuration not stated)	-1.0	-11	-24	1.3%	-2	1	-7	-4	2
O=C(c1cc2ccccc2o1)N1CCN(Cc2ccccc2)CC1	0.2	-4	-24	2.1%	4	-7	-26	18	1
O=Cc1ccccc1OCc1nnsc1Cl	1.7	2	3	2.2%	-7	4	-2	-5	4
COc1cccc(/C=N/NC(=O)C(c2ccncc2)N2CCOCC2)c1 (configuration not stated)	-0.1	-10	-7	-2.2%	3	3	-26	4	1
Cc1oc2ncn(C)c(=O)c2c1C(=O)Nc1ccc(F)cc1	2.5	nt	nt	2.6%	-2	5	-6	4	3

A portion of the library (hit frequency here may not be typical).
